TRHR agonist: TRH receptor (human) agonism; 360,000 compounds, 0.18% hits; AID 493084; activation, % at 2 µM; TRHR cells, calcium flux fluo-8, FDSS agonist mode; in the data active means activation above about 30%; further: 0% is about no effect
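Read-out: compound-evoked intracellular calcium rise in TRHR cells, fluo-8 dye, kinetic FDSS fluorescence at 1 s/cycle following a 10-cycle baseline. Cells cultured overnight before dye loading (30 min–1.5 h, RT).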
RXFP1 antagonist: antagonists of human relaxin receptor RXFP1; 350,000 compounds, 0.59% hits; activity change, negative = inhibition, % at 57.5 µM; HEK293-RXFP1, relaxin-stimulated cAMP HTRF, 30 min; hits give low values; Q9HBX9;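 active means activity change of -60% or lower, but not beyond a set lower limit; inconclusive means change between -60% and -40%, or beyond the set limit; inactive means change above -40%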; further: on the % scale 0 is the no-effect control and ±100 the full control effect
TRHR enhancer: allosteric enhancers of human TRH receptor; P34981; TRHR cells, fluo-8 calcium fluorescence, EC20 TRH enhancement; enhancement, % at 2 µM; 360,000 compounds, 0.66% hits; AID 493056; in the data active means enhancement above about 30%; further: 0% is about no effect
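TRHR-expressing cells loaded with fluo-8 calcium dye were read kinetically (ex 480/em 530) during compound addition, then stimulated with an EC20 of TRH (10 nM final). Enhancement of the Gq-mediated intracellular calcium response was scored.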
D1 antagonist: human D1 dopamine receptor antagonism; P21728; 360,000 compounds, 3.2% hits; HEK293 TREx D1 cells, calcium flux, dopamine EC80; hits give low values; AID 504652; activity change, negative = inhibition, % at 10 µM; in the data active means activity change below about -30%; further: on the % scale 0 is the no-effect control and ±100 the full control effect
Target sequence (P21728 whole entry, looked up): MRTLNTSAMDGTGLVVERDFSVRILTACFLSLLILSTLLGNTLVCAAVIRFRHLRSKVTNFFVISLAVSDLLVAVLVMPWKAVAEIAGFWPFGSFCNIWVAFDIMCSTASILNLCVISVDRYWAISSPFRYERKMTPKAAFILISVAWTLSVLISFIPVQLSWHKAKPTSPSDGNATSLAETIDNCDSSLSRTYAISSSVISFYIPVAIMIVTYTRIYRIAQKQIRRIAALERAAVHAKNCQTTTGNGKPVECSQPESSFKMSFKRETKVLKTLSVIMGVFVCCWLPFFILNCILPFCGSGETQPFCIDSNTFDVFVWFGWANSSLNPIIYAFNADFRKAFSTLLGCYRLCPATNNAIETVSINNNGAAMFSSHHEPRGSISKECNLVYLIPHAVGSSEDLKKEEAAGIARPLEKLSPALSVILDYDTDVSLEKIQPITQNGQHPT
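Compound effects on dopamine-evoked calcium signalling were measured in tetracycline-induced HEK293 Trex D1 cells. Dopamine at EC80 followed a 180 s compound pre-read, and fluorescence was tracked kinetically for 180 s more.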
D1 PAM: potentiators of human D1 dopamine receptor; HEK293 TREx D1 cells, calcium flux, dopamine EC20 potentiation; potentiation, % at 10 µM; 360,000 compounds, 0.036% hits; AID 504651; in the data active means potentiation above about 30%; further: 0% is about no effect
RXFP1 ag: agonists of human relaxin receptor RXFP1; Q9HBX9; HEK293T-RXFP1 cAMP TR-FRET, 30 min; response scale: percent of porcine relaxin response, buffer zero; Potency, µM (titrated, usually from 57.5 µM), inactives show at the highest dose activation, usual class: activators; 370,000 compounds, 0.3% hits; further: potency means the concentration at half of the fitted maximal effect; on the % scale 0 is the no-effect control and ±100 the full control effect; nearly all actives have a fitted effect of over 60% in size; many of its hits are not listed in these tables
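HEK293 cells stably expressing RXFP1, treated 30 min at 37C with compounds plus PDE4 inhibitor Ro 20174; cAMP measured by HTRF TR-FRET. Normalized to buffer and 29 nM porcine relaxin; EC50 by Hill fit.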
D1 agonist: agonists of human D1 dopamine receptor | HEK293 T-REx D1 cells, calcium flux, agonist mode | activation, % at 2 µM | 360,000 compounds, 1% hits; in the data active means activation above about 30%; further: 0% is about no effect
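Agonism was scored from calcium flux recorded over 180 s (1 read/s) after pintool compound addition, following a 10-cycle baseline. Cells were inducible force-coupled HEK293 TREx D1, plated overnight at 30 C and loaded with no-wash calcium dye.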
Anesthetic bind: binds horse apoferritin like a general anesthetic; P02791; apoferritin/1-aminoanthracene competitive binding, fluorescence; Potency, µM (series often up to 77.5 µM), for inactives: at the highest dose activity change, negative = displacement, most hits filed as inhibitors; 350,000 compounds, 0.074% hits; AID 485281; further: potency means the concentration at half of the fitted maximal effect; on the % scale 0 is the no-effect control and ±100 the full control effect; nearly all actives have a fitted effect of over 20% in size
Target sequence (P02791 2-175 limits assumed): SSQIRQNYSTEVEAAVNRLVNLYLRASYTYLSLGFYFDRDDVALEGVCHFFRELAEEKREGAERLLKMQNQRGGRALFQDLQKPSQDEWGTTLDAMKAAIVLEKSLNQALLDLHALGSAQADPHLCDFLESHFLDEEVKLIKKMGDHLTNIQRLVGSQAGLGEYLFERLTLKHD
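Apoferritin-based anesthetic binding model; compound displacement of fluorescent 1-AMA measured as endpoint fluorescence after 10 minutes at room temperature, scaled to free-ligand and complex controls.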
D2 PAM: positive allosteric modulators of human D2 dopamine receptor; P14416; HEK293 T-REx D2, calcium flux, EC20 dopamine potentiation; potentiation, % at 10 µM; 340,000 compounds, 0.34% hits; AID 485347;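 active means potentiation over 3 SD above the plate norm, cut at about 30% in these data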; further: 0% is about no effect
Target sequence (P14416 whole entry, looked up): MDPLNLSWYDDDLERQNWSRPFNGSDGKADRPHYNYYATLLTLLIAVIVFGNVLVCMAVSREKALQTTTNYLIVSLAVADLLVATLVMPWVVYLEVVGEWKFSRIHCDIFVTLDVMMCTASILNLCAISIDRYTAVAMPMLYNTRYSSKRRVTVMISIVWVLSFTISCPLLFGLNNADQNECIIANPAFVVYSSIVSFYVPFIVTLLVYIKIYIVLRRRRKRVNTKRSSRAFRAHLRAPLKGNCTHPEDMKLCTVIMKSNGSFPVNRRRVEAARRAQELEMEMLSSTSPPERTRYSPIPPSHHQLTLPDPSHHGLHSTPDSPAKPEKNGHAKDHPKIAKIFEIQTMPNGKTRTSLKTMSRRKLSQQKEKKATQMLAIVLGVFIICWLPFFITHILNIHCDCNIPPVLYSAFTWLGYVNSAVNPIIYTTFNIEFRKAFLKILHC
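Cells plated with tetracycline inducer and held overnight at 30 C; calcium dye loaded 30–90 min at room temperature; baseline taken, compound added and read 180 s; EC20 dopamine then added and read 180 s.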
* = called active by the depositor; [ ] = remark or other dose. Unless noted, the call rests on the fitted dose curve; in most records, active means well fitted curve in the direction sought with a large enough effect; inconclusive means small, poorly fitted or top-dose-only effect, or another doubt; inactive means no such curve, though single readings can be large; an effect the other way counts as inactive or inconclusive. An excerpt. The share of hits here may be higher or lower than overall.

Results for CCOc1cccc2sc(N(CCCN(C)C)C(=O)c3ccc(S(=O)(=O)N(CC)Cc4ccccc4)cc3)nc12 ?
TRHR agonist: 1.1; RXFP1 antagonist: -24; TRHR enhancer: 1; D1 antagonist: -45*; D1 PAM: -2; RXFP1 ag: -0.3%; D1 agonist: 33*; Anesthetic bind: inconclusive; D2 PAM: -11

How did CC(C)c1ccc(/C=C/C(=O)O)cc1 do in these assays?
TRHR agonist: -0.3; RXFP1 antagonist: -9; TRHR enhancer: -3; D1 antagonist: 4; D1 PAM: 0; RXFP1 ag: -1.4%; D1 agonist: 1; Anesthetic bind: -2%; D2 PAM: -13

How did COC(=O)[C@@H](NC(=O)/C=C/c1ccc(OC)cc1)C(C)C do in these assays?
TRHR agonist: 0.4; RXFP1 antagonist: 10; TRHR enhancer: 4; D1 antagonist: 22; D1 PAM: -5; RXFP1 ag: -2.4%; D1 agonist: 0; Anesthetic bind: -6%; D2 PAM: 2

How did COc1ccc(CCNS(=O)(=O)c2cccc(F)c2)cc1OC do in these assays?
TRHR agonist: 0.2; RXFP1 antagonist: 3; TRHR enhancer: 7; D1 antagonist: -9; D1 PAM: -1; RXFP1 ag: 0.2%; D1 agonist: -1; Anesthetic bind: 4%; D2 PAM: -3

How did CC1Cc2cc(S(=O)(=O)N3CCCCC3C)ccc2N1C(=O)C1CCC1 (stereo not drawn) do in these assays?
TRHR agonist: 0.4; RXFP1 antagonist: 11; TRHR enhancer: -11; D1 antagonist: -25; D1 PAM: -16; RXFP1 ag: 1.0%; D1 agonist: 13; Anesthetic bind: -5%; D2 PAM: -3

What do the screens show for `CC(=O)C1=C(C)NC(SCC(=O)c2ccccc2)=C(C#N)C1c1ccco1` (stereo not drawn)?
TRHR agonist: 1.1; TRHR enhancer: 2; D1 antagonist: -12; D1 PAM: -8; RXFP1 ag: -1.2%; D1 agonist: 5; Anesthetic bind: -23%; D2 PAM: 0

Results for CN(C)CCNS(=O)(=O)c1ccc(Cl)cc1 ?
TRHR agonist: 1.3; RXFP1 antagonist: -6; TRHR enhancer: 5; D1 antagonist: 6; D1 PAM: -3; RXFP1 ag: 2.4%; D1 agonist: 4; Anesthetic bind: -11%; D2 PAM: -8

What do the screens show for `COc1cccc(C(=O)Nc2nc(C)cs2)c1`?
TRHR agonist: -0.2; RXFP1 antagonist: -5; TRHR enhancer: 0; D1 antagonist: -23; D1 PAM: 1; RXFP1 ag: -0.4%; D1 agonist: 1; Anesthetic bind: 7%; D2 PAM: 1

Results for CCOc1nc2cnccc2n(CC(=O)Nc2c(C)cccc2CC)c1=O ?
TRHR agonist: 0.7; RXFP1 antagonist: -6; TRHR enhancer: -9; D1 antagonist: 2; D1 PAM: 1; RXFP1 ag: 11%; D1 agonist: 1; Anesthetic bind: -1%; D2 PAM: 15

What do the screens show for `CCc1ccc(NC(=O)CC2C(=O)OCCN2CC)cc1` (stereo not drawn)?
TRHR agonist: 1.4; TRHR enhancer: 8; D1 antagonist: -75*; D1 PAM: -5; RXFP1 ag: -1.2%; D1 agonist: -1; Anesthetic bind: -11%; D2 PAM: 20

Results for COc1ccc(C)cc1NCc1cc(=O)oc2cc(-c3ccccc3)c(O)cc12 ?
TRHR agonist: 0.7; RXFP1 antagonist: -10; TRHR enhancer: 1; D1 antagonist: -30*; D1 PAM: -1; RXFP1 ag: -0.3%; D1 agonist: 2; Anesthetic bind: inconclusive; D2 PAM: 3

Results for CCOc1ccccc1N(CC)C(=O)c1cc2c(=O)n(CC)c3ccccc3c2s1 ?
TRHR agonist: -0.5; TRHR enhancer: 50*; D1 antagonist: 0; D1 PAM: -5; RXFP1 ag: -0.8%; D1 agonist: 5; Anesthetic bind: -9%; D2 PAM: 8

Results for CCc1ccc(-c2nn(CC(=O)NC3CCCCC3)c3c2cnc2ccc(C)cc23)cc1 ?
TRHR agonist: 0.3; RXFP1 antagonist: -5; TRHR enhancer: 0; D1 antagonist: -6; D1 PAM: -2; RXFP1 ag: 1.0%; D1 agonist: 2; Anesthetic bind: 2%; D2 PAM: 10

Results for Cc1ccc(CNC(=O)Nc2ccc3c(c2)N(C)C(=O)CS3)cc1 ?
TRHR agonist: -1.0; RXFP1 antagonist: -24; TRHR enhancer: -8; D1 antagonist: -13; D1 PAM: -5; RXFP1 ag: -0.3%; D1 agonist: 8; Anesthetic bind: -23%; D2 PAM: -8

What do the screens show for `CCOC(=O)C1(Cc2cccc(OC)c2)CCCN(C(=O)CCc2cccnc2)C1` (stereo not drawn)?
TRHR agonist: -1.9; RXFP1 antagonist: -8; TRHR enhancer: -4; D1 antagonist: -8; D1 PAM: 3; RXFP1 ag: 0.5%; D1 agonist: 3; Anesthetic bind: -12%; D2 PAM: 0

Results for CCOC(=O)[C@H]1[C@H]2COc3ccc(Br)cc3[C@@H]2N2C(=O)CN(Cc3ccc(OC)cc3)C(=O)[C@@]12C ?
TRHR agonist: 0.3; TRHR enhancer: -2; D1 antagonist: -30*; D1 PAM: 2; RXFP1 ag: -0.7%; D1 agonist: 0; D2 PAM: -6

How did CCOC(=O)c1cccc(NC(=O)C2CCN(S(=O)(=O)c3c(C)noc3/C=C/c3ccc(C)cc3)CC2)c1 do in these assays?
TRHR agonist: 1.1; TRHR enhancer: 8; D1 antagonist: -25; D1 PAM: -2; RXFP1 ag: 0.0%; D1 agonist: 8; Anesthetic bind: -7%; D2 PAM: 14

How did O=C(Nc1ccc2oc(-c3cccc4c(Br)cccc34)nc2c1)c1ccc(F)cc1 do in these assays?
TRHR agonist: -0.9; RXFP1 antagonist: -5; TRHR enhancer: -7; D1 antagonist: -4; D1 PAM: 1; RXFP1 ag: 16%; D1 agonist: -1; Anesthetic bind: 8%; D2 PAM: -2

What do the screens show for `CCCCN(Cc1ccccc1)S(=O)(=O)c1ccc2c(c1)CCN2C(=O)C1CCC1`?
TRHR agonist: 2.9; TRHR enhancer: 4; D1 antagonist: -2; D1 PAM: 1; RXFP1 ag: 2.7%; D1 agonist: 18; Anesthetic bind: 3%; D2 PAM: -2

What do the screens show for `COc1cc(/C=C/C(=O)OCC(=O)Nc2ccccc2Sc2ccc(Cl)cc2)ccc1O`?
TRHR agonist: -0.6; RXFP1 antagonist: -5; TRHR enhancer: 5; D1 antagonist: 4; D1 PAM: 0; RXFP1 ag: 4.6%; D1 agonist: 3; Anesthetic bind: 0%; D2 PAM: 5

How did C=CCn1nc2ccccc2c1OCCO do in these assays?
TRHR agonist: 0.2; TRHR enhancer: -1; D1 antagonist: 5; D1 PAM: -4; RXFP1 ag: -1.7%; D1 agonist: 2; D2 PAM: 12

What do the screens show for `COc1cc(N)c(Cc2nccc3cc(OC)c(OC)cc23)cc1OC`?
TRHR agonist: 1.4; RXFP1 antagonist: -3; TRHR enhancer: 1; D1 antagonist: -6; D1 PAM: 3; RXFP1 ag: 1.8%; D1 agonist: 0; Anesthetic bind: -23%; D2 PAM: 2

What do the screens show for `COCCCn1c(=N)c(C(=O)NCc2ccc3c(c2)OCO3)cc2c(=O)n3ccccc3nc21`?
TRHR agonist: 0.0; RXFP1 antagonist: -9; TRHR enhancer: 1; D1 antagonist: 2; D1 PAM: -5; RXFP1 ag: 3.3%; D1 agonist: 1; Anesthetic bind: -10%; D2 PAM: -5

What do the screens show for `O=C(CN1C2CCC1CC(NC(=O)NC1CCCCC1)C2)NC1CC1` (stereo not drawn)?
TRHR agonist: 0.1; RXFP1 antagonist: -12; TRHR enhancer: 6; D1 antagonist: 6; D1 PAM: -2; RXFP1 ag: 1.2%; D1 agonist: 1; Anesthetic bind: -8%; D2 PAM: 7

What do the screens show for `CCC(Oc1ccccc1)C(=O)Nc1cc(-c2ccccc2F)nn1-c1ccccc1` (stereo not drawn)?
TRHR agonist: 1.1; TRHR enhancer: -5; D1 antagonist: 1; D1 PAM: -1; RXFP1 ag: -3.2%; D1 agonist: 13; Anesthetic bind: 58%[activator]; D2 PAM: -1

How did c1ccc(N2CCN(CCc3nnc4n3CCCCC4)CC2)cc1 do in these assays?
TRHR agonist: 0.0; RXFP1 antagonist: 3; TRHR enhancer: 2; D1 antagonist: -6; D1 PAM: 1; RXFP1 ag: -0.3%; D1 agonist: 0; Anesthetic bind: -14%; D2 PAM: 11

Results for CC(CCl)OC(C)CCl (stereo not drawn) ?
TRHR agonist: 0.5; TRHR enhancer: -3; D1 PAM: -1; RXFP1 ag: -0.1%; D1 agonist: -1; D2 PAM: 7

What do the screens show for `O=C(CCC(=O)N1CCOc2ccc(Cl)cc21)N1CCN(c2ccccn2)CC1`?
TRHR agonist: -0.1; RXFP1 antagonist: 0; TRHR enhancer: 13; D1 antagonist: 7; D1 PAM: -4; RXFP1 ag: 3.0%; D1 agonist: 1; Anesthetic bind: -20%; D2 PAM: -5

Results for Cc1cc(C=NCCO)c(C)n1-c1cc(Cl)ccc1Cl ?
TRHR agonist: -0.2; RXFP1 antagonist: -12; TRHR enhancer: 0; D1 antagonist: -11; D1 PAM: -5; RXFP1 ag: -0.4%; D1 agonist: 2; Anesthetic bind: -8%; D2 PAM: -2

How did C=CCc1ccc(OCCCOc2ccc(C)cc2OC)c(OC)c1 do in these assays?
TRHR agonist: -0.4; RXFP1 antagonist: -16; TRHR enhancer: -3; D1 antagonist: -2; D1 PAM: 0; RXFP1 ag: -0.8%; D1 agonist: 4; Anesthetic bind: -7%; D2 PAM: 4

What do the screens show for `CC1(C)CC(NC(=O)c2cccc3ccccc23)CC(C)(C)N1`?
TRHR agonist: 0.8; RXFP1 antagonist: -6; TRHR enhancer: -8; D1 antagonist: 7; D1 PAM: -2; RXFP1 ag: -0.5%; D1 agonist: 0; Anesthetic bind: -9%

Results for COc1cccc(CN(C(=O)c2cccc(C)c2)C2CCS(=O)(=O)C2)c1 (stereo not drawn) ?
TRHR agonist: -0.9; RXFP1 antagonist: -11; TRHR enhancer: 0; D1 antagonist: -3; D1 PAM: 0; RXFP1 ag: 0.5%; D1 agonist: -1; Anesthetic bind: 0%; D2 PAM: 7

Structural class, the compounds so far with bromine (two)
Results for CCOC(=O)[C@H]1[C@H]2COc3ccc(Br)cc3[C@@H]2N2C(=O)CN(Cc3ccc(OC)cc3)C(=O)[C@@]12C ?
TRHR agonist: 0.3; TRHR enhancer: -2; D1 antagonist: -30*; D1 PAM: 2; RXFP1 ag: -0.7%; D1 agonist: 0; D2 PAM: -6

How did O=C(Nc1ccc2oc(-c3cccc4c(Br)cccc34)nc2c1)c1ccc(F)cc1 do in these assays?
TRHR agonist: -0.9; RXFP1 antagonist: -5; TRHR enhancer: -7; D1 antagonist: -4; D1 PAM: 1; RXFP1 ag: 16%; D1 agonist: -1; Anesthetic bind: 8%; D2 PAM: -2
